# OXTR potentiator: potentiators of human oxytocin receptor; P30559; CHO-OTR cells, Fluo-8 calcium fluorescence, potentiator mode; 0% = oxytocin EC15, 100% = EC100; activation, % at 3 µM; 320,000 compounds, 0.061% hits;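 active = activation above that plate's cutoff, the mean activation of tested compounds plus 3 SD, cut at about 6.6% in these data, passing the limit was not always enough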;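 also: 100% uses oxytocin at 75 nM as the full agonist control; some results filed as inactive read as strong as hits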
#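 Assay system: CHO-OTR cells, human receptor / Also added: oxytocin at about EC15, sub-maximal agonist stimulus / Dosing: single dose, 3.0 µM nominal final compound concentration / Incubation: 6 min pre-incubation, 100 s read / Technique: Fluo-8 calcium dye fluorescence / Read-out: % activation vs EC15 and EC100 oxytocin / Benchmarks: EC15 oxytocin low, 75 nM oxytocin high / Replicates: singlicate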
# V1aR counter: activates human V1a receptor in oxytocin agonist counter-screen; P37288; CHO-V1R cells, Fluo-8 calcium fluorescence, agonist mode; 0% DMSO, 100% 3 nM vasopressin; activation, % at 3 µM; 320,000 compounds, 0.25% hits;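 active = activation above the mean activation of all tested compounds plus 3 SD, per screening run, cut at about 20% in these data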;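 also: signal is peak over basal fluorescence ratio across a 100 second FLIPR read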
# M1 ag: activates human CHRM1 receptor; activation, % at 3 µM; AID 588814; CHO-K1 hM1, Fluo-8 calcium fluorescence, agonist mode; 0% DMSO, 100% acetylcholine EC100; 360,000 compounds, 0.33% hits; P11229;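 active = activation above the run's mean compound activation plus 3 SD, cut at about 16% in these data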;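 also: peak over basal fluorescence ratio within a 140 s kinetic read after compound addition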
# Target sequence (P11229 whole entry, looked up): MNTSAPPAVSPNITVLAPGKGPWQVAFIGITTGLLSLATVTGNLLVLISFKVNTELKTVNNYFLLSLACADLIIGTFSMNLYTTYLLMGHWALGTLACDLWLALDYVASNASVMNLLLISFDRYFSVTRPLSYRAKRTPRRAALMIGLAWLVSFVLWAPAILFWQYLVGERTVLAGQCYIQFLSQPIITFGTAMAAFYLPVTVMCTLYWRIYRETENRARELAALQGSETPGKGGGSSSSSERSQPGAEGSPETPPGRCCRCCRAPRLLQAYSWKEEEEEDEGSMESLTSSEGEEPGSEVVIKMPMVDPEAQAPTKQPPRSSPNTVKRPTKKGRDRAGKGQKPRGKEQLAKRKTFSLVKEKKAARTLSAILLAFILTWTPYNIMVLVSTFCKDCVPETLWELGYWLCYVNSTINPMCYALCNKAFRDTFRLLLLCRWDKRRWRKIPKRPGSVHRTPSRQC
# CHRM1 antagonist: blocks human M1 muscarinic receptor. CHO-K1 hM1, Fluo-8 calcium fluorescence, ACh EC80 antagonist. inhibition, % at 3 µM. 360,000 compounds, 1.3% hits;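 active = percent inhibition above its own plate's cutoff, namely the mean of that plate's compound wells plus 3 SD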;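 also: peak over basal fluorescence ratio during 140 s after agonist addition; 0% = ACh EC80 plus DMSO and 100% = DMSO alone without agonist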
# TAAR1 antag: human TAAR1 antagonism | 360,000 compounds, 1.5% hits | inhibition, % at 3 µM | CHO RD-HGA16 TAAR1, Fluo-8 calcium fluorescence, antagonist;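 active = inhibition above a per-plate cutoff, the mean inhibition of test compounds on that plate plus 3 SD, cut at about 49% in these data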;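 also: 0% = DMSO plus EC80 beta-PEA response and 100% = DMSO alone without agonist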
# Target sequence (Q96RJ0 whole entry, looked up): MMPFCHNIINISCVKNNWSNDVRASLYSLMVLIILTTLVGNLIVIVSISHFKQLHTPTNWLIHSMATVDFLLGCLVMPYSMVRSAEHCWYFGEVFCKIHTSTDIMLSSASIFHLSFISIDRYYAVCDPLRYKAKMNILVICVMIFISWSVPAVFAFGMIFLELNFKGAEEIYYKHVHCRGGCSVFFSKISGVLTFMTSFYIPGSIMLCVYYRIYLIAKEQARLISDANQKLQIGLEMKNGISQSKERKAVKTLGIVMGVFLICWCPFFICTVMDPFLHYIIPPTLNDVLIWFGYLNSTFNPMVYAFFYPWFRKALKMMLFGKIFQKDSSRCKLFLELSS
#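 Test system: CHO RD-HGA16 cells bearing hTAAR1 | Reagent: β-PEA, EC80 | Compound dosing: 3 µM, single point | Schedule: Dye loading 75 min at 37 °C, then 30 min room temperature | Signal: Calcium fluorescence with Fluo-8 | Evaluation: Percent inhibition of PEA-evoked calcium signal, max/basal emission ratio | Control set: DMSO-only wells and EC80 β-PEA-stimulated wells | Repeats: Singlicate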
# OXTR ag: human OXTR agonism; P30559; CHO-OTR cells, Fluo-8 calcium fluorescence; normalized: DMSO 0%, oxytocin 100%; activation, % at 3 µM; 320,000 compounds, 0.32% hits;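 active = activation above the mean of all tested compounds plus 3 SD, cutoff set per screening run, cut at about 20% in these data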;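 also: peak over basal fluorescence ratio from a 100 s FLIPR kinetic read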
# CHO parental Ca: signal in parental CHO cells, OX1R antagonist counter-screen | parental CHO-K1, ATP-induced calcium, Fluo-8 fluorescence | inhibition, % at 5.6 µM | 330,000 compounds, 0.63% hits;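 active = inhibition above that plate's mean sample inhibition plus 3 SD, cut at about 26% in these data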;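 also: 0% = ATP-challenged DMSO wells and 100% = DMSO wells without ATP; some compounds past the cut are filed as inactive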
#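 Test system: parental CHO cells; detection: calcium-sensitive Fluo-8 fluorescence; evaluation: percent inhibition of calcium signal; also added: ATP as calcium-mobilizing challenge; repeats: one well per compound; control set: ATP-challenged DMSO wells low, unchallenged DMSO wells high; compound: single nominal dose of 5.6 µM per compound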
# CHRM1 PAM: potentiates human M1 receptor response to acetylcholine. activation, % at 3 µM. P11229. 360,000 compounds, 0.088% hits. CHO-K1 hM1, Fluo-8 calcium fluorescence, ACh EC20; 0% = ACh EC20, 100% = maximal ACh. AID 588819; in the data active = activation above about 19%, passing the limit was not always enough
# TAAR1 ag: agonists of human TAAR1 | CHO RD-HGA16 TAAR1, Fluo-8 calcium fluorescence; vehicle wells 0%, saturating PEA agonist 100% | 360,000 compounds, 0.99% hits | AID 624467 | activation, % at 3 µM;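 active = activation above the mean activation of all test compounds in the run plus 3 SD, cut at about 38% in these data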
#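 Test system: RD-HGA16 (CHO) cells co-expressing Gα16 and hTAAR1; dosing: one-point dosing at 3 µM (nominal); timing: 17-24 h seeding, 75 min 37 °C dye, 30 min RT; signal: kinetic Fluo-8 calcium fluorescence; read-out basis: % activation relative to PEA EC100 response; controls: DMSO and PEA EC100; replicates: n 1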
# Starred values were filed as active, the others as inactive; · = no result given.
entry	SMILES	TAAR1 antag	OXTR potentiator	OXTR ag	CHRM1 antagonist	CHO parental Ca	CHRM1 PAM	TAAR1 ag	M1 ag	V1aR counter
1	CCOC(=O)C1CCCN(C(=O)c2ccccc2Oc2ccccc2)C1 (stereo not given)	7	-6	-1.3	-4	-6	11	12	-6	-1.1
2	CCCn1c(SCC(=O)N2CCc3ccccc3C2)nc2c1c(=O)n(C)c(=O)n2C	-6	-4	-0.9	6	-10	-3	4	-6	-0.2
3	CCCn1c(=O)n(C)c(=O)c2c(SCC(=O)NCC(c3ccccc3)N(C)C)nc(CC(C)C)nc21 (stereo not given)	-7	-10	-2.1	-16	-20	12	-2	-4	0.5
4	Cc1nc(-c2ccc(Cl)cc2)sc1C1(C)CC(c2ccccc2)=NO1 (stereo not given)	-6	-15	-0.4	2	-22	-3	8	-3	1.4
5	O=C(Nc1ccccc1)NC1CCCCC1	7	-21	-0.5	-7	10	5	7	-4	0.2
6	CCN(CC)c1nc(-c2ccccc2)nc2c1sc(=S)n2CC	-22	0	0.3	-4	-12	6	0	-5	1.4
7	C/C(=N/NC(N)=S)c1cc2ccc(O)cc2oc1=O	-4	0	1.3	5	14	3	1	1	2.5
8	CCOc1ccc(C2C(C(C)=O)=C(O)C(=O)N2CCc2c[nH]c3ccccc23)cc1 (stereo not given)	11	-8	-0.1	2	-6	6	2	-5	0.3
9	CCOc1ccccc1-n1nnnc1SCC(=O)NC(=O)NCc1ccco1	28	-9	-2.2	15	-3	-4	14	0	1.2
10	O=C(OCCc1cc2ccccc2c(=O)o1)c1cccs1	34	-2	3.0	-1	-11	-4	15	-2	2.3
11	COc1ccc(NC(=O)CCCN2C(=O)C3CC=CCC3C2=O)cc1 (stereo not given)	-9	-8	-0.2	9	-4	-5	4	-2	0.8
12	Clc1ccc(COc2ccccn2)cc1Cl	-2	-2	0.3	-37	-14	4	4	-4	-0.2
13	Cc1nc(NC(C)(C)CO)c([N+](=O)[O-])cc1[N+](=O)[O-]	18	5	-0.4	-3	-12	6	1	-7	0.9
14	COc1ccc(-n2nnnc2-c2cccc(OC)c2)cc1	-4	-9	0.1	-2	-7	4	9	-5	0.6
15	COc1ccc(-n2nc(C(=O)NCC(=O)NC3CCCC(C)C3C)c3ccccc3c2=O)cc1 (stereo not given)	12	-9	-2.5	-12	-31	6	5	-7	-0.8
16	CCCc1cc(=O)[nH]c(SCc2ccc(C#N)cc2)n1	-5	-6	-1.1	-6	0	4	7	-4	-0.9
17	COc1ccc(-c2cc3ccccc3oc2=O)cc1NC(=O)c1ccc(Br)o1	18	-6	-2.3	4	-13	-1	3	-4	0.0
18	CC(C)(C)NC(=O)COc1ccc(-c2ccccc2)cc1	2	-5	3.6	0	-11	2	5	-5	2.4
19	CCCC1=[N+](CC(C)=O)CCn2c(C)ccc21	-1	-11	1.1	-9	-6	5	8	-5	-0.6
20	Cc1ccc(S(=O)(=O)N2CCCC2CNC(=O)C(=O)Nc2ccc(F)cc2F)cc1 (stereo not given)	0	-4	-2.1	-2	-15	-1	0	-5	0.4
21	O=C(Nc1ccc(Cl)cc1C(=O)NCCN1CCOCC1)c1ccc(Cl)cc1Cl	0	-9	-1.4	-8	-39	6	11	-5	0.3
22	COc1ccc(/C=C2\SC(=O)N(CCC(=O)Nc3ccc(S(=O)(=O)Nc4nccs4)cc3)C2=O)cc1	-8	-13	-1.2	-5	8	5	3	-10	1.4
23	CCOc1ccc(Br)cc1S(=O)(=O)N1CCC(C(=O)O)CC1	1	-2	-0.1	0	-9	-1	0	-7	0.1
24	S=C(c1ccc(-c2cc(Cl)ccc2Cl)o1)N1CCOCC1	-7	1	-2.2	4	-12	3	8	-4	-1.2

# Some of these compounds in order of formula weight, smallest number first.
entry	SMILES	TAAR1 antag	OXTR potentiator	OXTR ag	CHRM1 antagonist	CHO parental Ca	CHRM1 PAM	TAAR1 ag	M1 ag	V1aR counter
19	CCCC1=[N+](CC(C)=O)CCn2c(C)ccc21	-1	-11	1.1	-9	-6	5	8	-5	-0.6
12	Clc1ccc(COc2ccccn2)cc1Cl	-2	-2	0.3	-37	-14	4	4	-4	-0.2
13	Cc1nc(NC(C)(C)CO)c([N+](=O)[O-])cc1[N+](=O)[O-]	18	5	-0.4	-3	-12	6	1	-7	0.9
14	COc1ccc(-n2nnnc2-c2cccc(OC)c2)cc1	-4	-9	0.1	-2	-7	4	9	-5	0.6
24	S=C(c1ccc(-c2cc(Cl)ccc2Cl)o1)N1CCOCC1	-7	1	-2.2	4	-12	3	8	-4	-1.2
23	CCOc1ccc(Br)cc1S(=O)(=O)N1CCC(C(=O)O)CC1	1	-2	-0.1	0	-9	-1	0	-7	0.1
20	Cc1ccc(S(=O)(=O)N2CCCC2CNC(=O)C(=O)Nc2ccc(F)cc2F)cc1 (stereo not given)	0	-4	-2.1	-2	-15	-1	0	-5	0.4
17	COc1ccc(-c2cc3ccccc3oc2=O)cc1NC(=O)c1ccc(Br)o1	18	-6	-2.3	4	-13	-1	3	-4	0.0
15	COc1ccc(-n2nc(C(=O)NCC(=O)NC3CCCC(C)C3C)c3ccccc3c2=O)cc1 (stereo not given)	12	-9	-2.5	-12	-31	6	5	-7	-0.8
22	COc1ccc(/C=C2\SC(=O)N(CCC(=O)Nc3ccc(S(=O)(=O)Nc4nccs4)cc3)C2=O)cc1	-8	-13	-1.2	-5	8	5	3	-10	1.4

# Continued.
entry	SMILES	TAAR1 antag	OXTR potentiator	OXTR ag	CHRM1 antagonist	CHO parental Ca	CHRM1 PAM	TAAR1 ag	M1 ag	V1aR counter
25	CC1Nc2ncnc(N3CCN(c4ccccn4)CC3)c2N(Cc2ccccc2)C1=O (stereo not given)	22	-5	0.5	29	-18	-29	14	-11	0.4
26	Cc1nc(-c2ccc(F)cc2)c(CC(=O)N2CCN(S(=O)(=O)c3cccc([N+](=O)[O-])c3)CC2)s1	23	·	·	-1	·	10	9	0	·
27	Cn1c(/N=C/c2cccs2)nc2ccccc21	-21	-4	0.1	-1	-2	0	3	-7	0.1
28	CCOc1ccccc1NC(=O)CSc1nc2[nH]ncc2c(=O)[nH]1	-18	6	0.9	-21	-7	9	0	-2	0.1
29	COc1ccc(S(=O)(=O)N2CCOCC2)cc1NC(=O)CSc1ccccc1	-5	-2	-1.4	-6	-7	6	2	-2	-0.4
30	COc1ccccc1CNC(=O)c1cc(-c2ccccc2)nn1CC1CC(c2cccc([N+](=O)[O-])c2)=NO1 (stereo not given)	36	-10	1.3	12	-13	-5	8	0	1.4
31	COc1ccc(-c2cc(NC=O)c3ncc(-c4ccc(C(C)=O)cc4)n3c2)cn1	53*	·	·	7	·	-6	9	-2	·
32	Cc1ncc(CN2CCCC(C(=O)Nc3ccc(-c4ccco4)cc3)C2)cn1 (stereo not given)	-12	-5	-0.4	-5	-15	8	1	-5	0.0
33	CCN(CC)S(=O)(=O)c1cccc(NC(=O)CNC2CCCCCC2)c1	-7	-1	2.7	6	-7	0	4	-5	1.5
34	CC(=O)N(Cc1cc2cc(C)c(C)cc2n2nnnc12)CC1COCCO1 (stereo not given)	11	-3	0.4	0	-17	4	15	-5	0.5
35	CCCN(CCC)CCCNC(=O)c1cn(CC)c2ccc(S(=O)(=O)N(C)C3CCCCC3)cc2c1=O	-53	-5	-0.5	27	-19	-17	-2	-6	2.6
36	C=C(C)[C@@H]1CC[C@]2(C(=O)O)CC[C@]3(C)C(CCC4[C@@]5(C)CC[C@H](O)C(C)(C)C5CC[C@]43C)C12 (stereo not given in full)	-13	-2	0.6	-8	-8	1	1	4	-0.5
37	CCc1ccc(NC(=S)N(CCN(C)C)C(C)c2ccncc2)cc1 (stereo not given)	0	-17	-1.8	-2	-3	3	0	-6	0.7
38	Cc1cc(C(F)(F)F)n2nc(-c3cnn(C)c3C(F)(F)F)c(Br)c2n1	-1	4	1.5	-1	-10	3	-2	-7	-1.1
39	COC(=O)c1c(NC(=O)C(C)(C)C)sc2c1CCN(Cc1ccccc1)C2	-13	-1	-2.9	-13	-25	5	1	-6	-1.4
40	COC(=O)CN(C#N)c1nc(C)cc(C)n1	-30	-6	-0.8	-7	0	12	2	-7	1.7
41	COC(=O)Nc1sc2c(c1C(=O)N1CCOCC1)CCC(C)C2 (stereo not given)	-2	-1	-0.9	-5	-7	8	4	-6	-0.3
42	COc1ccc(CNS(=O)(=O)c2ccc(S(=O)(=O)N3CCCCC3)cc2)cc1	1	0	0.0	-2	2	0	1	-7	0.7
43	Cc1ccc(/C=N/NC(=O)c2c[nH]c3ccccc23)o1	·	-2	0.0	-6	-2	8	·	-3	0.3
44	COc1ccc(NC(=O)/C(=C\c2cccs2)NC(=O)c2ccco2)cc1	-14	3	0.5	-2	3	6	9	-7	-0.4
45	CCOC(=O)c1c(C)oc2ccc(OC(=O)COc3c(F)c(F)c(F)c(F)c3F)cc12	-4	-2	-1.3	-8	2	13	4	-10	1.2
46	CCOc1ccc(N/N=C(/C#N)C(N)=O)cc1	3	-3	-0.2	-9	-12	8	2	-1	0.7
47	O=c1nccc(SCc2ccc(Cl)cc2Cl)[nH]1	-12	-12	7.9	11	-8	-8	1	-1	0.4
48	CC(C)(C)OC(=O)C[C@H]1C/C=C\C[C@@H](CC(=O)N[C@H](CO)Cc2ccccc2)C(=O)N2CCC[C@H]2COC1=O	29	0	0.3	3	-6	-4	14	-3	0.8
49	S=c1[nH]c2ccccc2n1Cc1ccccc1	-13	-9	-0.9	-10	7	7	0	4	2.1
50	CCOC(=O)/C(=C\Nc1ccc(OC(F)(F)F)cc1)Sc1ncc(C(F)(F)F)cc1Cl	-6	-7	-0.9	-32	9	5	6	-2	0.3
51	CCOC(=O)C1=C(C)OC(N)=C(C#N)C1c1cc2c(cc1[N+](=O)[O-])OCO2 (stereo not given)	-13	-8	0.2	-4	1	4	2	-9	1.3
52	O=C(Cn1cc(COc2cccc([N+](=O)[O-])c2)nn1)c1ccc(O)cc1	6	·	·	-11	·	10	18	3	·

# Screening data deposited in PubChem BioAssay by The Scripps Research Institute Molecular Screening Center.

# Compounds were not picked by outcome, and some 3.7% of all compounds hit somewhere here.
